Screens: PubChem, National Center for Advancing Translational Sciences (NCATS)
TRHR agonist: qHTS for Small Molecule Agonists and Allosteric Enhancers of Human TRH Receptor: Primary Screen for Agonists | AID 493084, 2011 | 360,000 tested, 0.18% active | activation, % at 2 µM | TRHR cells, calcium flux fluo-8, FDSS agonist mode; in the data active = activation above about 30%; note: 0% is about no effect
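Steps: seed TRHR cells overnight; add fluo-8 no-wash Ca dye, RT 30 min–1.5 h; record 10 s baseline; pin-transfer compounds; monitor fluorescence 1 cycle/s for the agonist window. Calcium increases flag candidate agonists.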
rTrxR1 inhibitor: qHTS Assay for Inhibitors of Mammalian Selenoprotein Thioredoxin Reductase 1 (TrxR1): qHTS; recombinant rTrxR1, NADPH fluorescence consumption, selenite substrate; Thioredoxin reductase 1, cytoplasmic (Rattus norvegicus), O89049; 390,000 tested, 1% active; Potency, µM (doses to about 114 µM), for the others: at the highest dose activity change, negative = inhibition, usual class: inhibitors; note: potency is the fitted concentration of half-maximal effect; % is set by controls: 0 for no effect and ±100 for the full control effect; nearly all actives have a fitted effect of over 65% in size
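Rat TrxR1 (90 nM in the dispensed reagent) was pre-reduced with 400 uM NADPH for 5 min at room temperature, then incubated with compound for 15 min. After 400 uM selenite was added, NADPH fluorescence (Ex 340/Em 450 nm) was followed for 8 min.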
mIDH1 inhibitor: qHTS for Inhibitors of mutant isocitrate dehydrogenase 1 (IDH1): qHTS; 390,000 tested, 0.093% active; Isocitrate dehydrogenase [NADP] cytoplasmic (Homo sapiens), O75874; Potency, µM (doses to about 76.6 µM), for the others: at the top dose activity change, negative = inhibition, usual class: inhibitors; AID 602179, 2012; IDH1-R132H enzyme, NADPH consumption, diaphorase/resazurin fluorescence; note: potency is the fitted concentration of half-maximal effect; % is set by controls: 0 for no effect and ±100 for the full control effect; nearly all actives have a fitted effect of over 65% in size
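IDH1-R132H (0.5 ug/mL) preincubated 30 min with compound, then NADPH (0.016 mM) and alpha-KG (2 mM) added; 80 min at RT, pH 7.5. Remaining NADPH coupled via diaphorase/resazurin to fluorescence (540/590 nm); concentration-response curves normalized to no-enzyme control.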
Pin1 inhibitor: qHTS Assay to Find Inhibitors of Pin1 | Pin1 FP peptide displacement, HiFluor488, 10 min | AID 504891, 2011 | 390,000 tested, 0.009% active | Potency, µM (top dose mostly 115 µM), inactives show at the top dose activity, negative = inhibition, most hits filed as inhibitors | Peptidyl-prolyl cis-trans isomerase NIMA-interacting 1 (Homo sapiens), Q13526; active = well fitted inhibition curve with a large enough effect in the polarisation, with a control signal flat, not every such curve was filed as active; inconclusive = small, poorly fitted or top-dose-only effect, or effect the other way, or a change in a side signal; inactive = no such curve, though single readings can be large or run the other way; the % refers to the polarisation; note: potency is the fitted concentration of half-maximal effect; % is set by controls: 0 for no effect and ±100 for the full control effect
Target sequence (Q13526 whole entry, looked up): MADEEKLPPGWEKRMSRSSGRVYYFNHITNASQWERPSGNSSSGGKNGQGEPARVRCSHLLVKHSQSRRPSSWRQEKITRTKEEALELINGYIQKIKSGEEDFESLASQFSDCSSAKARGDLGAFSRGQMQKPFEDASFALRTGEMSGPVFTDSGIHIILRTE
USP1 inh: Inhibitors of USP1/UAF1: Primary Screen | AID 743255, 2014 | Potency, µM (titrated, usually from 57.1 µM), inactives show at the highest dose activity change, negative = inhibition, hits mostly inhibitors | Ubiquitin carboxyl-terminal hydrolase 1 (Homo sapiens), O94782 | 390,000 tested, 0.23% active | recombinant USP1/UAF1, Ub-Rhodamine cleavage fluorescence; note: potency is the fitted concentration of half-maximal effect; % is set by controls: 0 for no effect and ±100 for the full control effect; nearly all actives have a fitted effect of over 60% in size; inactives centre near -12
Target sequence (O94782 whole entry, looked up): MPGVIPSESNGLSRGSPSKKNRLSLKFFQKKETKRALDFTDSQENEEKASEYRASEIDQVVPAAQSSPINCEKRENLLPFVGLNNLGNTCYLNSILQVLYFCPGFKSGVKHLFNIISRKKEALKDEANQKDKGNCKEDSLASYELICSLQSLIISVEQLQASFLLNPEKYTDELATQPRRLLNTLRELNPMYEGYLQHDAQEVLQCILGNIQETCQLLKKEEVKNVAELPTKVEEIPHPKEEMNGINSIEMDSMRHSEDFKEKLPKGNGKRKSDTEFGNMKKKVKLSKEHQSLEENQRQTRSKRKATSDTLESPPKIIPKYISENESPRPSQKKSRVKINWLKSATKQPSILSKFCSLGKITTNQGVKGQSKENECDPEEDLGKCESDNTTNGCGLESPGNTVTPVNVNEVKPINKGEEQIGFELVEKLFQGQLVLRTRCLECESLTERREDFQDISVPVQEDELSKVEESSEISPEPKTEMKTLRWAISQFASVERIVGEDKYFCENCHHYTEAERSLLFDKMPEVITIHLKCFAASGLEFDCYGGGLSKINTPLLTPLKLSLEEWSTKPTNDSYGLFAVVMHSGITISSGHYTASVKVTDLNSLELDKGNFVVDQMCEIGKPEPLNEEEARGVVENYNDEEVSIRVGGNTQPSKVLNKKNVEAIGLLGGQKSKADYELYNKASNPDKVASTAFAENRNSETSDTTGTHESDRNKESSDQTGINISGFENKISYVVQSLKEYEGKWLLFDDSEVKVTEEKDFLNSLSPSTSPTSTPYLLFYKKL
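Step one: compound is pinned into 1nM USP1/UAF1 in HEPES pH 7.8 buffer with TCEP. Step two: 15 min room-temperature incubation. Step three: Ub-Rho (150nM final) starts cleavage, tracked by fluorescence over six one-minute reads.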
TRHR PAM: qHTS for Small Molecule Agonists and Allosteric Enhancers of Human TRH Receptor: Primary Screen for Enhancers. AID 493056, 2011. 360,000 tested, 0.66% active. enhancement, % at 2 µM. TRHR cells, fluo-8 calcium fluorescence, EC20 TRH enhancement; in the data active = enhancement above about 30%; note: 0% is about no effect
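TRHR-expressing cells loaded with fluo-8 calcium dye were read kinetically (ex 480/em 530) during compound addition, then stimulated with an EC20 of TRH (10 nM final). Enhancement of the Gq-mediated intracellular calcium response was scored.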
TrxR1 substrate: qHTS Assay for Substrates of Mammalian Selenoprotein Thioredoxin Reductase 1 (TrxR1): qHTS; Thioredoxin reductase 1, cytoplasmic (Rattus norvegicus), O89049; purified TrxR1 substrate turnover, NADPH consumption readout; Potency, µM (series often up to 114 µM), for the others: at the top dose activity change, negative = substrate turnover; 390,000 tested, 0.01% active; AID 588456, 2011; note: potency is the fitted concentration of half-maximal effect; % is set by controls: 0 for no effect and ±100 for the full control effect; nearly all actives have a fitted effect of over 50% in size
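Rat TrxR1, dispensed at 90 nM, was prereduced with 400 uM NADPH (final) for 5 min at ~22 deg C, then incubated with compound 15 min before 400 uM selenite. A first-read NADPH fluorescence drop versus no-compound background flagged substrates.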
D2 antagonist: HTS Assay for Allosteric Antagonists of the Human D2 Dopamine Receptor: Primary Screen for Antagonists | D(2) dopamine receptor (Homo sapiens), P14416 | HEK293 TREx D2 cells, calcium flux, dopamine EC80 | 340,000 tested, 2% active | inhibition, % at 10 µM; in the data active = inhibition above about 30%; note: 0% is about no effect
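Read-out: kinetic calcium fluorescence (1 cycle/s) in inducible HEK293 T-REx D2 cells after an EC80 dopamine addition that followed 180 s compound preincubation. Loss of the dopamine response indicates antagonism.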
D2 ag: HTS Assay for Allosteric Agonists of the Human D2 Dopamine Receptor: Primary Screen for Agonists. D(2) dopamine receptor (Homo sapiens), P14416. HEK293 T-REx D2 cells, calcium flux agonist mode. activation, % at 2 µM. 340,000 tested, 0.53% active;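 active = activation over 3 SD above normal in the single-dose calcium agonist read, cut at about 30% in these data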; note: 0% is about no effect
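Calcium-flux readout, 1 cycle/sec over 180 s following compound pin transfer, in inducible HEK293 Trex D2 cells (force-coupled); dopamine controls included. Positive calcium responses during this window marked compounds as potential agonists.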
* = called active by the depositor; ? = inconclusive; nt = no result given; & = joins results of further samples; [ ] = remark or other dose. Unless noted, calls come from the whole dose curve; as a rule, active = well fitted inhibition curve with a large enough effect; inconclusive = small, poorly fitted or top-dose-only effect; inactive = no such curve, though single readings can be large or run the other way.

Values run as follows: TRHR agonist	rTrxR1 inhibitor	mIDH1 inhibitor	Pin1 inhibitor	USP1 inh	TRHR PAM	TrxR1 substrate	D2 antagonist	D2 ag
CC1(C)CC2CC(C)(CN2C(=O)c2cc(-c3ccccc3O)on2)C1 (stereo not given)
 : -0.3	-9%[57.1 µM]	1%	-2%	-16%	6	12%[57.1 µM]	4	0.9
CC1=NN(C(=O)c2csc(C(C)C)c2)C(O)(C(F)(F)F)C1 (stereo not given)
 : 0.5	6%	4%	-8%	-27%	5	-4%	-7	-0.7
C=C[C@]1(C)C[C@@H](OC(=O)CSCCN(CC)CC)[C@]2(C)C(C)CC[C@]3(CCC(=O)[C@H]32)[C@@H](C)[C@@H]1O (stereo not given in full)
 : 0.2&-0.5	8%&-14%	-9%&4%	-2%&0%	-27%&18%	13&-4	2%&-3%	1&10	0.0&0.7
Cc1cnc(NC(=O)COc2ccccc2)s1
 : 0.6	24%	3%	0%	-2%	-4	4%	-8	-1.4
COc1cc(NC(=O)C(=O)N2CCN(C)CC2)c(OC)cc1Cl
 : -0.2	11%[57.1 µM]	5%	1%	-6%	4	-19%[57.1 µM]	5	0.7
Cc1ccccc1C(=O)NCc1nnc(SCC(=O)N2CCN(c3ccccc3)CC2)n1C
 : -0.5	6%	6%	-5%	-14%	-5	5%	39*	-0.9
O=C(OCC(=O)c1ccc[nH]1)c1ccc2ccccc2n1
 : 0.0	24%	10%	-7%	-8%	0	3%	nt	nt
c1ccc(N2CCN(c3nc4ccccc4n4nnnc34)CC2)cc1
 : 0.7	11%[57.1 µM]	-1%	?	-13%	6	9%[57.1 µM]	-9	0.9
c1ccc(CCCCNCC2COc3ccccc3O2)cc1 (stereo not given)
 : -0.4	?	13%	-3%	-14%	-8	5%	96*	8.2
CC(C)(C)c1ccc(C(=O)Nc2nnc3n2CCS3)cc1
 : 0.2	39%[activator][57.1 µM]	0%	-5%	-24%	-4	6%[57.1 µM]	nt	0.5
Nc1ccc(C(=O)OCC(=O)N2CCN(C(=O)c3ccco3)CC2)cc1[N+](=O)[O-]
 : 0.8	3%	3%	-2%	-4%	0	-6%	0	-0.3
N#Cc1c(SCC(=O)Nc2nccs2)nc2c(c1-c1ccco1)CCCC2
 : 1.4	-17%	3%	11%	-16%	-2	23%	4	8.3
COc1ccc(C(C)=O)cc1COC(=O)c1c(C)nn(-c2ccccc2)c1C
 : 0.1	?	7%	9%	-11%	-1	1%	2	0.5
CCn1c2ccccc2c2cc(CNCCCN3CCOCC3)ccc21
 : -0.2	37%[2.29 µM]	-2%	3%	-19%	43*	8%	-16	1.2
O=C(/C=C/c1ccco1)Nc1ccc2c(c1)OCO2
 : -1.2	71µM*	9%	-8%	-29%	-2	-13%	9	0.0
COc1cccc(C2=Nn3c(nnc3-c3ccccc3O)SC2)c1
 : 0.3	7%	14%	-3%&-6%	-14%	-9	3%	4	-0.4
O=C(Nc1ccc(Cl)c(Cl)c1)C1CCN(C(=O)c2ccco2)CC1
 : -0.4	15%	8%	-3%	-17%	-10	7%	0	-0.2
O=C1CCN(Cc2ccco2)C(=S)N1
 : nt	24%	-1%	-4%	-11%	nt	11%	nt	nt
COc1cccc(C2/C(=C(\O)c3ccc4c(c3)OCCO4)C(=O)C(=O)N2Cc2cccnc2)c1 (stereo not given)
 : 0.2	-9%	7%	-11%	-17%	8	-7%	31*	-0.1
CN(C)C(CNC(=O)c1cccs1)c1cccnc1 (stereo not given)
 : 0.6	-13%[57.1 µM]	0%	-8%	-9%	-6	16%[57.1 µM]	-3	0.4
CCOC(=O)Cn1cc(/C=C(/C#N)C(=O)NC(C)C)c2ccccc21
 : -0.9	16%[57.1 µM]	8%	-1%	-25%	-4	1%[57.1 µM]	-5	0.0
Cc1ccc(S(=O)(=O)N(C)C)cc1NC(=O)CN1c2cccc3cccc(c23)S1(=O)=O
 : -0.2	9%	19%	20%	?	-2	9%	37*	-0.6
OC(COc1cccc2ccccc12)CN1CCN(c2ccccc2)CC1 (stereo not given)
 : -0.9	24%	3%	1%	-20%	11	-3%	65*	56*
Nc1nonc1-c1noc(-c2ccc(Br)o2)n1
 : 0.0	-16%	-5%	6%	3%	-5	-13%	-17	-0.5
O=S(=O)(O)c1cc(O)ccc1O
 : 0.0	16%	-3%	-5%	-28%	-8	9%	-13	-0.2
O=[N+]([O-])c1ccc(S(=O)(=O)NCC(c2cccnc2)N2CCc3ccccc32)cc1 (stereo not given)
 : -0.2	1%	2%	2%	-11%	4	-4%	-5	2.3
O=C(CN1C(=O)c2ccccc2C1=O)N1CCN=C1c1ccccc1
 : 0.1	-4%[57.1 µM]	1%	-2%	-6%	-5	4%[57.1 µM]	0	0.7
COc1ccccc1C(CNC(=O)CCNC(=O)c1ccccc1Cl)N1CCCC1 (stereo not given)
 : -0.2	10%	5%	-7%	-14%	4	0%	-7	-1.3
O=C(CSc1nnnn1-c1ccc(Cl)cc1)Nc1cccnc1Cl
 : -0.1	-7%	3%	-3%	-14%	1	-4%	-7	0.3
CCC(Oc1ccc2c(=O)c(-c3ccccc3OC)coc2c1)C(=O)OCc1ccccc1 (stereo not given)
 : 2.5	-4%	3%	10%	-20%	-7	-9%	10	0.2
Cc1nn(C)c(C(=O)N2CCN(C(=O)c3ccco3)CC2)c1[N+](=O)[O-]
 : 0.0	0%	2%	5%	-18%	-3	0%	17	1.2
Cc1ccc(-c2nnc3c4ccccc4c(-c4ccccc4)nn23)cc1
 : -0.6	11%	-14%	-5%	-24%	25	5%	nt	-0.8
Fc1ccc(CN2C3=NCCN3c3ccccc32)cc1
 : 0.4	18%[57.1 µM]	9%	-7%	1%	-1	-14%[57.1 µM]	-3	0.1
O=C(Oc1ccc(-c2nnco2)cc1)N(c1ccccc1)c1ccccc1
 : -0.6	6%	-3%	0%	-10%	-2	-2%	5	-0.6
CCCC1CCC(=C(C#N)C(N)=O)CC1 (stereo not given)
 : 0.2	-13%	3%	0%	0%	2	-14%	-6	2.0
O=C(COC(=O)C1CC(=O)N(Cc2ccco2)C1)Nc1nc(-c2ccc(F)cc2)cs1 (stereo not given)
 : nt	-28%	26%	1%	-20%	nt	-2%	nt	nt
NC(=O)CC(NC(=O)c1ccccc1)c1ccc(N2CCN(c3ccccc3)CC2)c([N+](=O)[O-])c1 (stereo not given)
 : -0.3	6%	-8%	-5%	-22%	-4	-6%	13	0.1
CC(=O)c1c(C)[nH]c(C(=O)Nc2ccc(C)c(S(=O)(=O)N(C)C)c2)c1C
 : -1.2	17%[57.1 µM]	4%	-1%	-12%	8	-3%	0	-0.3
Cc1nn(-c2ccccc2)c(Cl)c1C1C(C#N)=C(N)Oc2n[nH]c(C)c21 (stereo not given)
 : -0.3	-21%	8%	2%	-13%	-4	8%[57.1 µM]	-4	0.0
O=C(c1ccccc1NS(=O)(=O)c1cccs1)N1CCCC1
 : -0.3	-2%	15%	-4%	-16%	-6	-3%	-1	1.1
CC(C)NC1(C#N)CCN(Cc2ccccc2)CC1
 : nt	-9%	0%	0%	-14%	nt	7%	nt	nt
Cc1[nH]c(=O)[nH]c(=O)c1NS(=O)(=O)c1ccc2c(c1)CCCC2
 : -0.1	19%	12%	-14%	?	5	13%	-10	1.0
CC(=O)OC(C(=O)NC1CCCCC1)c1ccc(C)cc1 (stereo not given)
 : 1.0	-6%	-5%	-5%	-4%	1	-5%	11	-0.1
CCSc1nnc2ccc(-c3ccc(C)cc3)nn12
 : 0.0	11%	-1%	2%	-18%	-3	6%	-10	-0.1
Cc1cc(=O)n(C2CCS(=O)(=O)C2)[nH]1 (stereo not given)
 : 1.9	18%[57.1 µM]	0%	0%	-24%	-1	0%[57.1 µM]	14	1.2
COc1ccc(NC(NC(=O)c2ccc(OC)cc2)C(Cl)(Cl)Cl)cc1 (stereo not given)
 : 0.1	-5%	-8%	-1%	-13%	-5	-5%	-4	0.0
COc1ccc(C(=O)NC2c3ccccc3-c3ccccc32)cc1
 : 1.1	-6%	-4%	-2%	-25%	10	-1%	2	1.1
COc1ccc(OCC(=O)N/N=C(\C)c2cccs2)cc1
 : -0.1	-20%	-2%	-2%	-18%	0	-13%	-3	0.4
CCCCCOc1ccc(C(=O)NC(C(=O)O)C(C)C)cc1 (stereo not given)
 : 0.3	11%	-3%	-3%	-18%	-2	2%	-3	0.6

Already shown: entries from further up.
Values run as follows: TRHR agonist	rTrxR1 inhibitor	mIDH1 inhibitor	Pin1 inhibitor	USP1 inh	TRHR PAM	TrxR1 substrate	D2 antagonist	D2 ag
Cc1cc(=O)n(C2CCS(=O)(=O)C2)[nH]1 (stereo not given)
 : 1.9	18%[57.1 µM]	0%	0%	-24%	-1	0%[57.1 µM]	14	1.2
COc1ccc(NC(NC(=O)c2ccc(OC)cc2)C(Cl)(Cl)Cl)cc1 (stereo not given)
 : 0.1	-5%	-8%	-1%	-13%	-5	-5%	-4	0.0

These rows are one share of the data (hit frequency here may not be typical).
